Screens: PubChem BioAssay, several laboratories
S1P2 agonist: agonists of human S1P2 receptor. O95136. S1P2-expressing cell line, agonist reporter read-out. activation, % at 4.5 µM. 0.46% of 97,000 active. AID 729; in the data active = activation above about 16%;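 note: 0% = vehicle low control and 100% = maximal reference agonist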
Target sequence (O95136 whole entry, looked up): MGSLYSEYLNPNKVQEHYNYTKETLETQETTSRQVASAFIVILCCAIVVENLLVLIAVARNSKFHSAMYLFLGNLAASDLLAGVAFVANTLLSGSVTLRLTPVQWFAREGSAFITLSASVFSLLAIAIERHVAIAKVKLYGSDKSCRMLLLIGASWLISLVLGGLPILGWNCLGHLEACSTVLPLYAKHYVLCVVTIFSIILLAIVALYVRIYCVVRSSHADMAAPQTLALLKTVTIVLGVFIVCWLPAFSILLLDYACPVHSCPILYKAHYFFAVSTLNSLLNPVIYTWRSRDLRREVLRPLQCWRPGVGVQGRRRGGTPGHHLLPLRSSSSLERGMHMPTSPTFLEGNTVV
PostGolgi ctrl: yeast control strain growth, post-Golgi counter-screen; efflux-deficient yeast background strain, growth absorbance A615, 16 h; inhibition, % at 10 µM; 5% of 98,000 active
sEH activator: activators of human soluble epoxide hydrolase. P34913. purified human sEH enzymatic activity, activator screen. 0.04% of 91,000 active. activation, % at 2 µM; in the data active = activation above about 37%; note: values of inactives mirror those of a sister screen read the other way
Target sequence (P34913 whole entry, looked up): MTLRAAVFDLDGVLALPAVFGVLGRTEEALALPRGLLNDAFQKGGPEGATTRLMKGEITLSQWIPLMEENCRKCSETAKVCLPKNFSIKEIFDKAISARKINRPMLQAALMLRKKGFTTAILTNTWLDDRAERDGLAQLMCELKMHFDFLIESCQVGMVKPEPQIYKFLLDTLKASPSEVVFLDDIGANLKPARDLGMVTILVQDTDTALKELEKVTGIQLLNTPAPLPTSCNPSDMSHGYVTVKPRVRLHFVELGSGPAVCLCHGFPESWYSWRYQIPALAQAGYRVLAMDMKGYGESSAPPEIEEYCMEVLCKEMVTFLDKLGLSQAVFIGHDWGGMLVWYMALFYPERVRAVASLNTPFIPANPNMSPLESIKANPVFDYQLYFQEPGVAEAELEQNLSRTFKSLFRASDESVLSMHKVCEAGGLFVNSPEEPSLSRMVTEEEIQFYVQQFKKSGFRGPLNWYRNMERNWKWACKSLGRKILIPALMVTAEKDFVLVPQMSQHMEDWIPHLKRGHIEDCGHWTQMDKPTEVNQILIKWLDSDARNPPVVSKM
PostGolgi yeast: growth inhibition of a yeast mutant, post-Golgi transport screen | post-Golgi transport phenotypic cell assay | inhibition, % at 10 µM | 0.9% of 98,000 active | AID 739;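 note: yeast cells grown in 1536-well plates; yeast grown about 18 h at 30C before absorbance read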
hDAT+cocaine: human DAT dopamine uptake with cocaine, either direction. B-score at 10 µM. 1.3% of 110,000 active. LLC-PK1 hDAT cells, [14C]-dopamine uptake with cocaine IC80; actives deviate in either direction. AID 449768;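 active = Z score or B-score, a plate-position-corrected score, falls beyond the plate's 99.7% confidence bounds, in either direction; inactive = both scores lie inside the 99.7% bounds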;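 note: scored against the spread of the other compound wells on the same plate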
CYP2C19 inh: human CYP2C19 inhibition; 21% of 96,000 active; inhibition, % at 5 µM; CYP2C19 Supersomes, luciferin-H EGE luminescence, 30 min; P33261;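 active = CYP2C19 inhibition above a set limit at 5 µM in the primary screen, cut at about 50% in these data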;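 note: plate controls were negative control wells for no effect and 2.5 mM tranylcypromine positive control for full effect; values of inactives mirror those of a sister screen read the other way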
S1P2 blocker: S1P2 (human) receptor antagonism; O95136; AID 736; 0.21% of 97,000 active; cell-based S1P2 antagonist assay, inhibition at 5 uM; inhibition, % at 5 µM; in the data active = inhibition above about 45%;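 note: CRE beta-lactamase reporter cells expressing human S1P2 stimulated with S1P; 0% = agonist at EC80 alone and 100% = agonist plus reference antagonist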
sEH inhibitor: soluble epoxide hydrolase (human) inhibition. 0.34% of 91,000 active. recombinant human sEH enzymatic activity assay. AID 707. P34913. inhibition, % at 2 µM; in the data active = inhibition above about 80%; note: values of inactives mirror those of a sister screen read the other way; many of its hits are not listed in these tables
CYP2C19 act: increases human CYP2C19 enzyme activity; P33261; recombinant CYP2C19, luciferin-H EGE luminescence; active compounds read high; 0 = fully inhibited enzyme, 1 = untreated enzyme; activation factor at 5 µM; 96,000 tested, under 10 active;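 active = activation factor of at least 2 at 5 µM in the primary screen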;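 note: 0 = wells with 2.5 mM tranylcypromine and 1 = vehicle-only wells; values of inactives mirror those of a sister screen read the other way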
Numbers without * were called inactive; / = not tested or not shown. Cut-off read from the data, not from the text of the source, unless noted: active = inhibition above about 30%; inactive = the rest.

1	CCOC(=O)N1CCC(NC(=O)C2CCCN(S(=O)(=O)c3cccc4nsnc34)C2)CC1 (centres undefined)
2	CCc1ccccc1N(CC(=O)NCCSCc1ccco1)S(C)(=O)=O
3	Cc1ccc(NC(=O)CC(O)(C(F)(F)F)C(F)(F)F)c(Br)c1
4	CCOC(=O)CN1CC23C=CC(O2)C(C(=O)O)C3C1=O (centres undefined)
5	COc1ccc(-c2nc(CS(=O)CC(=O)NCc3cccnc3)c(C)o2)cc1 (centres undefined)
screen / no.,1,2,3,4,5
S1P2 agonist,-7,-1,-9,-6,-2
PostGolgi ctrl,-7,-2,18,1,3
sEH activator,-38,2,-6,-9,14
PostGolgi yeast,-12,-3,-5,-3,-2
hDAT+cocaine,-0.00039,0.64,-3*,-1.1,-0.83
CYP2C19 inh,-8,24,87*,-1,48
S1P2 blocker,12,22,-2,11,14
sEH inhibitor,39,-2,11,11,-12
CYP2C19 act,1.1,0.8,0.1,1,0.5

No new results follow: an excerpt of the list.
3	Cc1ccc(NC(=O)CC(O)(C(F)(F)F)C(F)(F)F)c(Br)c1
4	CCOC(=O)CN1CC23C=CC(O2)C(C(=O)O)C3C1=O (centres undefined)
5	COc1ccc(-c2nc(CS(=O)CC(=O)NCc3cccnc3)c(C)o2)cc1 (centres undefined)
screen / no.,3,4,5
S1P2 agonist,-9,-6,-2
PostGolgi ctrl,18,1,3
sEH activator,-6,-9,14
PostGolgi yeast,-5,-3,-2
hDAT+cocaine,-3*,-1.1,-0.83
CYP2C19 inh,87*,-1,48
S1P2 blocker,-2,11,14
sEH inhibitor,11,11,-12
CYP2C19 act,0.1,1,0.5

Continued.
6	N#Cc1ccc(-c2cccnc2)nc1SCC(=O)Nc1sc2c(c1C#N)CCC2
7	COc1ccc(CCn2nnc(-c3ccc(NC(C)=O)c(Cl)c3)n2)cc1
8	CC(C)(C)n1nnnc1C(c1ccccc1F)N(Cc1ccco1)CC1CCCO1 (centres undefined)
9	N#CCC(=O)Nc1ccccc1C(=O)O
10	Fc1ccc(C2CC(c3ccco3)n3ncnc3N2)cc1 (centres undefined)
screen / no.,6,7,8,9,10
S1P2 agonist,/,-6,-2,/,-3
PostGolgi ctrl,9,/,16,-11,3
sEH activator,/,-11,14,/,-3
PostGolgi yeast,-1,/,-3,9,1
hDAT+cocaine,-0.029,-2,0.79,0.28,0.26
CYP2C19 inh,30,/,30,45,/
S1P2 blocker,/,-3,-17,/,14
sEH inhibitor,/,12,-13,/,3
CYP2C19 act,0.7,/,0.7,0.6,/

11	O=C(O)CC(=O)Nc1cc(Cl)ccc1O
12	O=C(Cn1sc2ccccc2c1=O)NC12CC3CC(CC(C3)C1)C2
13	O=C(CSc1nnc(Cc2ccccc2)n1-c1cccc(Cl)c1)N1CCOCC1
14	O=C(CSc1nnc(CNC(=O)c2cccs2)o1)c1ccccc1
15	Cc1nnc(SCC(=O)Nc2ncc3c(n2)CCCC3=O)s1
screen / no.,11,12,13,14,15
S1P2 agonist,-8,0,-3,-3,-2
PostGolgi ctrl,8,14,-8,5,7
sEH activator,-3,-21,-7,-10,-1
PostGolgi yeast,16,2,5,-5,0
hDAT+cocaine,-0.33,-0.51,-0.86,0,-0.54
CYP2C19 inh,-1,39,16,16,-3
S1P2 blocker,-8,2,14,-11,11
sEH inhibitor,3,22,3,11,-1
CYP2C19 act,1,0.6,0.8,0.8,1

16	CN(CC(=O)O)S(=O)(=O)c1cccs1
17	Cc1nn(C)c(C)c1S(=O)(=O)N(CC(=O)N1CCc2ccccc2C1)c1ccc(C(C)C)cc1
18	CCc1ccc(N2CC(C)Cn3c2nc2c3c(=O)n(CCN3CCOCC3)c(=O)n2C)cc1 (centres undefined)
19	COc1cc(-c2nnc(COC(=O)c3c4c(nc5ccccc35)CCCC4)o2)cc(OC)c1OC
20	CN(C(=O)C1CCOC1)c1nnc(-c2ccncc2)s1 (centres undefined)
screen / no.,16,17,18,19,20
S1P2 agonist,-3,-4,-4,43*,-7
PostGolgi ctrl,22,4,14,23,-6
sEH activator,/,12,4,-11,-3
PostGolgi yeast,-2,1,5,-2,1
hDAT+cocaine,-0.87,1.9,0.54,0.25,0.37
CYP2C19 inh,-10,96*,0,68*,98*
S1P2 blocker,1,9,11,-21,5
sEH inhibitor,/,-15,-4,11,5
CYP2C19 act,1.1,0,1,0.3,0

Values in list order from above:
sEH activator, entries 16 to 20 → /, 12, 4, -11, -3
PostGolgi ctrl, entries 16 to 20 → 22, 4, 14, 23, -6
CYP2C19 inh, entries 16 to 20 → -10, 96*, 0, 68*, 98*

The list goes on.
21	Cc1cc(C)nc(-n2c(Nc3ccccc3)cc(=O)c3c(C)n(-c4ccccc4)c(=O)nc32)n1
22	O=C1c2oc3ccc(F)cc3c(=O)c2C(c2ccccc2)N1CC1CCCO1 (centres undefined)
23	CC1CCN(C(=S)c2ccccc2O)CC1
24	N#CC1=C(N)OC2=C(C(=O)CCC2)[C@]12C(=O)N(CC(N)=O)c1ccccc12
25	COc1ccc(-c2c(C)n([O-])c(C)c(C)[n+]2=O)cc1OC
screen / no.,21,22,23,24,25
S1P2 agonist,-4,-8,-2,-5,-2
PostGolgi ctrl,/,3,1,-3,-4
sEH activator,1,-1,0,1,13
PostGolgi yeast,/,1,-9,1,22
hDAT+cocaine,/,-0.38,0.92,0.0005,-0.51
CYP2C19 inh,/,19,94*,4,0
S1P2 blocker,4,-9,4,10,0
sEH inhibitor,-2,4,-6,-2,-13
CYP2C19 act,/,0.8,0.1,1,1

26	Cc1cc(=O)oc2cc(OCC(=O)OCC(=O)N3CCc4ccccc43)ccc12
27	CCN(CC)c1ccc(NC(=O)COC(=O)c2ccc3ccccc3n2)cc1
28	COCCSc1ccccc1C(=O)Nc1nnc(COC)s1
29	Cc1ccc(NC(=O)CN(C)C(=O)CN2C(=O)NC(C)(c3ccccc3)C2=O)cc1 (centres undefined)
30	COc1ccc(/C=N/NS(=O)(=O)c2ccccc2)cc1OS(=O)(=O)c1ccc(C)cc1
screen / no.,26,27,28,29,30
S1P2 agonist,0,-6,-12,-3,-2
PostGolgi ctrl,2,9,4,3,14
sEH activator,6,-2,5,0,12
PostGolgi yeast,5,-2,-4,7,1
hDAT+cocaine,-0.025,-0.73,-0.00086,0.62,-0.2
CYP2C19 inh,6,23,20,-2,52*
S1P2 blocker,7,16,8,2,6
sEH inhibitor,-7,2,-4,0,-10
CYP2C19 act,0.9,0.8,0.8,1,0.5

31	CCn1nnc(NC(=O)c2ccccc2Br)n1
32	CCCCN(CCCC)C(=O)c1ccccc1NC(=O)CN1C(=O)c2ccccc2C1=O
33	COc1ccc2nc(NC(=O)CSc3nc(C)cc(C)n3)sc2c1
34	COc1ccc(CN(C(C)=O)c2cccc(C)c2C)cc1
35	c1c2c(cc3sc(N4CCOCC4)nc13)OCO2
screen / no.,31,32,33,34,35
S1P2 agonist,-3,-6,-3,-4,-1
PostGolgi ctrl,7,12,27,7,-11
sEH activator,-8,0,-4,0,-3
PostGolgi yeast,2,-1,2,-2,-3
hDAT+cocaine,-0.52,0.24,2.4,0.81,0.11
CYP2C19 inh,2,92*,90*,99*,42
S1P2 blocker,16,-16,-2,-29,9
sEH inhibitor,12,-4,3,5,1
CYP2C19 act,1,0.1,0.1,0,0.6

36	CN1C2C=C3C(C#N)=C(N)C(C#N)(C#N)[C@@H](c4cccs4)C3C1CC2 (some centres undefined)
37	O=C(c1cc2ccccc2oc1=O)N(Cc1ccc2c(c1)OCO2)Cc1ccco1
38	Cc1oc(-c2cccs2)nc1CS(=O)CC(=O)NCCc1ccccc1 (centres undefined)
39	CCCC(=O)Nc1ccc2oc(-c3ccncc3)nc2c1
40	Cn1c(SCC(=O)NNC(=O)Cc2ccccc2)nnc1-c1ccc(Cl)cc1
screen / no.,36,37,38,39,40
S1P2 agonist,-1,-3,-3,-6,-6
PostGolgi ctrl,7,42*,-1,13,0
sEH activator,-4,16,-15,-15,7
PostGolgi yeast,1,-8,-3,15,-2
hDAT+cocaine,0.052,-0.44,-0.34,0.51,-0.4
CYP2C19 inh,19,96*,48,56*,34
S1P2 blocker,-2,7,7,-2,-7
sEH inhibitor,7,-19,14,14,-7
CYP2C19 act,0.8,0,0.5,0.4,0.7

41	CC(O)CNCCNCc1c(OCc2ccccc2)ccc2ccccc12 (centres undefined)
42	O=S(=O)(c1ccc2c(c1)N(Cc1ccc(Cl)cc1)C1CCCN21)N1CCOCC1 (centres undefined)
43	O=C(c1cnn2ccccc12)N(Cc1ccco1)C1CCCC1
44	Clc1cc(NCc2cccs2)ccc1N1CCOCC1
45	COc1cccc(C2NC(=O)NC(O)(C(F)(F)F)C2C(=O)c2cccnc2)c1OC (centres undefined)
screen / no.,41,42,43,44,45
S1P2 agonist,1,-4,-5,-3,/
PostGolgi ctrl,-4,5,12,-2,-6
sEH activator,0,-3,/,1,/
PostGolgi yeast,-2,13,-2,-8,18
hDAT+cocaine,-0.64,-0.37,0.24,-1,-0.13
CYP2C19 inh,25,1,60*,94*,92*
S1P2 blocker,20,2,19,-5,/
sEH inhibitor,3,4,/,-3,/
CYP2C19 act,0.7,1,0.4,0.1,0.1

46	CC(C)CNS(=O)(=O)c1ccc2c(c1)OCCO2
47	CCOc1cc(Br)ccc1S(=O)(=O)NCc1ccccc1
48	CN1C(=O)/C(=C2\SC(=S)N(C(CCC(=O)O)C(=O)O)C2=O)c2ccccc21 (centres undefined)
49	Cn1c(SCc2nc(-c3ccccc3)no2)nnc1-c1ccco1
50	N#Cc1c(NC(NC(=O)c2ccco2)C(=O)c2ccccc2)sc2c1CCCC2 (centres undefined)
screen / no.,46,47,48,49,50
S1P2 agonist,-4,-2,-6,-4,-2
PostGolgi ctrl,5,2,1,1,81*
sEH activator,-11,7,/,11,-6
PostGolgi yeast,-1,-2,-6,3,41*
hDAT+cocaine,-1.4,/,-2.2,-0.76,0.98
CYP2C19 inh,42,71*,26,30,16
S1P2 blocker,-9,-9,16,6,-11
sEH inhibitor,10,-4,/,-12,5
CYP2C19 act,0.6,0.3,0.7,0.7,0.8

51	Cc1cc(C(=O)CN2C(=O)c3ccccc3C2=O)c(C)n1Cc1cccs1
52	O=C(Cn1cnc2c(cnn2-c2ccccc2)c1=O)N1CCN(c2ccc(F)cc2)CC1
53	CS(=O)(=O)N1CCN(c2ccccc2NC(=O)C(c2ccccc2)c2ccccc2)CC1
54	O=C(Nc1cccc(Cl)c1Cl)c1ccncc1
55	O=C(NCCc1ccccc1F)C(=O)Nc1nccs1
screen / no.,51,52,53,54,55
S1P2 agonist,27*,/,-6,0,-3
PostGolgi ctrl,/,-6,1,7,30*
sEH activator,6,/,27,-7,-13
PostGolgi yeast,/,4,-5,-1,-11
hDAT+cocaine,0.009,0.5,-0.65,-0.91,-0.62
CYP2C19 inh,/,-17,-8,90*,6
S1P2 blocker,-3,/,-17,-10,15
sEH inhibitor,-8,/,-28,5,15
CYP2C19 act,/,1.2,1.1,0.1,0.9

Entries of single compounds, quoted from the list:
`Cc1cc(C(=O)CN2C(=O)c3ccccc3C2=O)c(C)n1Cc1cccs1` as listed: S1P2 agonist = 27*; PostGolgi ctrl = /; sEH activator = 6; PostGolgi yeast = /; hDAT+cocaine = 0.009; CYP2C19 inh = /; S1P2 blocker = -3; sEH inhibitor = -8; CYP2C19 act = /
`O=C(Cn1cnc2c(cnn2-c2ccccc2)c1=O)N1CCN(c2ccc(F)cc2)CC1` as listed: S1P2 agonist = /; PostGolgi ctrl = -6; sEH activator = /; PostGolgi yeast = 4; hDAT+cocaine = 0.5; CYP2C19 inh = -17; S1P2 blocker = /; sEH inhibitor = /; CYP2C19 act = 1.2
